LDHA block – inhibitors of human lactate dehydrogenase A | activity change, % (values are at about 110 or 230 µM) | purified LDHA, NADH/diaphorase-resazurin fluorescence; hits give low values | AID 1347041 | 480,000 compounds, 0.15% hits; in the data active = activity change below about -30%; inconclusive = mostly about -25% to -30%;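 also: plate controls were DMSO wells for no effect and wells without enzyme for full effect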
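Human LDH5 (2 nM) was incubated with 0.06 mM NADH and 0.2 mM pyruvate for 5 min at room temperature in Tris pH 7.4. Remaining NADH was coupled through diaphorase/resazurin, and resorufin fluorescence was read at 0 and 20 min.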
Vif-A3G inh – inhibitors of Vif-APOBEC3G interaction. 410,000 compounds, 0.076% hits. Q9HC16. HeLa A3G-eYFP + Vif (tagged APOBEC3G with the HIV-1 protein that degrades it), YFP fluorescence, overnight. Potency, µM (titrated, usually from 46.1 µM), for the others: at the highest dose activity, negative = active, most hits filed as inhibitors;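 also: potency is read from the fitted curve at half-maximal effect; % is scaled to controls: 0 for no effect and ±100 for the full control effect; nearly all actives have a fitted effect of over 60% in size; hits raise eYFP signal because A3G escapes Vif-driven loss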
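Read-out is eYFP fluorescence (Ex 488/Em 500-530) from Vif-expressing HeLa A3G-eYFP cells; more signal means A3G escaped Vif-mediated degradation. Cells plated overnight, compound pinned in, incubated overnight at 37 deg C.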
D2 agonist – activates the human D2 dopamine receptor; AID 485358; 340,000 compounds, 0.53% hits; activation, % at 2 µM; P14416; HEK293 T-REx D2 cells, calcium flux agonist mode;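 active = activation over 3 SD above normal in the single-dose calcium agonist read, cut at about 30% in these data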; also: 0% is about no effect
Target sequence (P14416 whole entry, looked up): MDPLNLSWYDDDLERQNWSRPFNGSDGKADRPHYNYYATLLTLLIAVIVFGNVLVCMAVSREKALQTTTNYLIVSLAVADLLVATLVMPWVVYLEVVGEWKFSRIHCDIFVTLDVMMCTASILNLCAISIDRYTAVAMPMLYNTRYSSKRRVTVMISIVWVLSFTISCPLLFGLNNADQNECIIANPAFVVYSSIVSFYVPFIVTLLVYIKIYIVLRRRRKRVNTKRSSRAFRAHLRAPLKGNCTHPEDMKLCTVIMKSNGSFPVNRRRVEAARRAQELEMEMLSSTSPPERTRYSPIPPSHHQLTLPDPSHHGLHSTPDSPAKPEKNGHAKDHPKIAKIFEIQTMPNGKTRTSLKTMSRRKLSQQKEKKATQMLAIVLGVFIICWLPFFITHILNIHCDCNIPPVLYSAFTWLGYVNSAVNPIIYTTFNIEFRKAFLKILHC
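Calcium-flux readout, 1 cycle/sec over 180 s following compound pin transfer, in inducible HEK293 Trex D2 cells (force-coupled); dopamine controls included. Positive calcium responses during this window marked compounds as potential agonists.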
ERG Ets-DNA blk – blocks human ERG Ets domain binding to DNA; Potency, µM (titrated, usually from 76.9 µM), for the others: at the top dose FP activity, negative = inhibition, most hits filed as inhibitors; fluorescence polarization, His-ERG Ets domain / labelled DNA; 370,000 compounds, 0.028% hits; P11308; AID 624246; active = well fitted inhibition curve with a large enough effect in the polarisation, with a control signal flat; inconclusive = small, poorly fitted or top-dose-only effect, or effect the other way, or a change in a side signal; inactive = no such curve, though single readings can be large or run the other way; the % refers to the polarisation;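 also: polarization taken with two DNA probes labelled with fluorescein and Texas red; potency is read from the fitted curve at half-maximal effect; % of control where 0% means no effect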
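His-tagged ERG Ets domain (1 uM in the protein solution; 300mM KCl, 50mM Tris-HCl, 1mM EDTA, 1mM DTT, pH 7.5) received compound, then a probe mix of 5 nM fluorescein-DNA and 100nM Texas-615-DNA. Fluorescence polarization was read for both dyes.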
Vif-A3F inh – Vif-A3F binding inhibition; HeLa A3F-eYFP + Vif (tagged APOBEC3F with the HIV-1 protein that degrades it), YFP fluorescence increase; 390,000 compounds, 0.2% hits; Potency, µM (top dose mostly 46.1 µM), for inactives: at the top dose activity, negative = active; also: potency is read from the fitted curve at half-maximal effect; % of control where 0% means no effect; nearly all actives have a fitted effect of over 65% in size
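HeLa cells stably expressing A3F-eYFP plus Vif, plated and incubated overnight at 37 deg C, then exposed to compounds overnight at 37 deg C. Blocked degradation read as raised yellow fluorescence (Ex 488/Em 500-530).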
Glioma ERSR ind – induces the endoplasmic reticulum stress response in human glioma cells; U87-MG GRP78 promoter luciferase reporter, 16 h; Potency, µM, for inactives: at the top dose activation, hits mostly activators; 420,000 compounds, 0.02% hits; AID 602332; also: potency is read from the fitted curve at half-maximal effect; series mostly up to about 76 µM; % of control where 0% means no effect; nearly all actives have a fitted effect of over 35% in size
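Stably transfected U87-MG glioma cells carrying a GRP78-based luciferase sensor; 16 h compound incubation. Luminescence end-point read 10 min after Bright-Glo addition at room temperature.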
RGS4 inh – blocks human RGS4-accelerated GTP hydrolysis; P49798; Transcreener GDP fluorescence polarization, RGS4-accelerated GTP hydrolysis; Potency, µM (titrated, usually from 114 µM), without a hit: at the highest dose activity change, negative = inhibition, usual class: inhibitors; 390,000 compounds, 0.039% hits; AID 504845; also: potency is read from the fitted curve at half-maximal effect; % is scaled to controls: 0 for no effect and ±100 for the full control effect; nearly all actives have a fitted effect of over 75% in size; some results filed as inactive show a strong effect at the top dose
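MLSMR compounds (23 nl, pin-transferred) preincubated 10 min at room temperature with a 500nM (2x) first reagent, then RGS4 at 900nM (2x) plus Transcreener GDP mix added; fluorescence polarization (620/688 nm) read before and after 90 min at 30 °C.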
12-LOX inh – ALOX12 (human) lipoxygenase inhibition. 580,000 compounds, 1.1% hits. purified 12hLO, xylenol orange hydroperoxide absorbance. AID 1671190. Potency, µM (titrated, usually from 108 µM), for the others: at the top dose activity change, negative = inhibition, actives largely listed as inhibitors. P18054; also: potency is read from the fitted curve at half-maximal effect; % is scaled to controls: 0 for no effect and ±100 for the full control effect
Target sequence (P18054 whole entry, looked up): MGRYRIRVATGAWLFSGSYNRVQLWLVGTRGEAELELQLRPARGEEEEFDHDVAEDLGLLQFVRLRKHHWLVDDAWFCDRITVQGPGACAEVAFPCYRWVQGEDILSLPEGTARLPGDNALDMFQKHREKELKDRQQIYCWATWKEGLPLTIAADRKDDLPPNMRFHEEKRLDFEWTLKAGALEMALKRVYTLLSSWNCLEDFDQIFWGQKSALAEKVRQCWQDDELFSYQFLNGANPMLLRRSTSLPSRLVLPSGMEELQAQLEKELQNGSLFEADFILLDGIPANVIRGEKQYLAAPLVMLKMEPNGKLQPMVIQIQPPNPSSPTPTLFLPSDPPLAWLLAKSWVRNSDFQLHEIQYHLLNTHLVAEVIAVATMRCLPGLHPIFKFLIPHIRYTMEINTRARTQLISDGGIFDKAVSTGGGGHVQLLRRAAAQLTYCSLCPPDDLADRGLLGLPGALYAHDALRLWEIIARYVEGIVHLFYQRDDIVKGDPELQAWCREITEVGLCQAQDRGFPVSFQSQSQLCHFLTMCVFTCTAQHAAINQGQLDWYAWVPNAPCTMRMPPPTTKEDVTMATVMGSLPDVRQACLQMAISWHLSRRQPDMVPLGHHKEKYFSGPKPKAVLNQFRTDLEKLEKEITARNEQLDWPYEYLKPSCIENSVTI
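Purified human 12hLO at 150 nM in 25 mM Hepes, 0.01% Triton X-100, pH 7.0, preincubated 15 min at room temperature with compound. Reaction started with 40 uM arachidonic acid, 30 min at room temperature. Hydroperoxide measured by Fe-xylenol orange, 573/405 nm absorbance ratio.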
D2 antagonist – antagonists of human D2 dopamine receptor; inhibition, % at 10 µM; P14416; HEK293 TREx D2 cells, calcium flux, dopamine EC80; 340,000 compounds, 2% hits; in the data active = inhibition above about 30%; also: 0% is about no effect
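Measurement of antagonist activity uses fluorescent calcium dye in inducible HEK293 T-REx D2 cells: 10 s baseline, compound addition with 180 s read, EC80 dopamine addition with a further 180 s read.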
The depositor's hits bear a star; ? = inconclusive; nt = not tested or not shown; & = joins results of further samples; ! = repeats disagree; [ ] = remark or other dose. Unless noted, calls follow the shape of the dose curve; as a rule, active = well fitted curve in the direction sought with a large enough effect; inconclusive = small, poorly fitted or top-dose-only effect, or another doubt; inactive = no such curve, though single readings can be large; an effect the other way counts as inactive or inconclusive. These rows are one share of the data. The share of hits here may be higher or lower than overall.

Structure | LDHA block | Vif-A3G inh | D2 agonist | ERG Ets-DNA blk | Vif-A3F inh | Glioma ERSR ind | RGS4 inh | 12-LOX inh | D2 antagonist
O=C(CSCc1ccc(Cl)cc1)N/N=C/c1ccco1 | -3.9 | 7.5% | -0.4 | -2.7% | -7.1% | -1.1% | 0.0% | ? | -0.4
COc1cccc(C(=O)Nc2ccc(F)c(F)c2F)c1 | -0.7 | 1.6% | 0.3 | 8.3% | -5.4% | -1.4% | 11.0% | -19.0% | -9.3
COc1cccc(CCNC(=O)Cn2c(-c3cccs3)cc3ccccc32)c1 | -11.2 | -2.4% | nt | 3.4% | 0.8% | -0.6% | 23.4% | -14.7% | nt
Cc1ccc2cccc(NC(=S)NC(=O)c3ccn(C)n3)c2n1 | -4.3 | -8.3% | -0.5 | 4.4% | -21.5% | 2.6% | -38.1% | 9.0% | 5.3
O=C(Nc1cccc(C(=O)O)c1)/C(=C\c1ccco1)NC(=O)c1ccc(Br)o1 | -4.1 | 2.2% | -2.9 | 15.5% | -10.8% | -1.1% | -17.8% | -12.1% | -8.6
CC1(C)S[C@@H]2[C@H](NC(=O)Cc3ccccc3)C(=O)N2[C@H]1C(=O)O | -16.6&-5.3 | -2.0%&-0.5% | 0.9&9.6 | -1.7%&0.7% | 11.5%&-10.3% | 0.6%&2.1%&-3.1%&-4.1% | -14.8%&4.4% | -0.1%&0.0% | 32.8*!
COc1ccc(CNC(=O)Cc2c(C(=O)O)c(C)cn2C)cc1 | 0.8 | -0.7% | 0.3 | -6.6% | -3.4% | -2.2% | 3.0% | -8.3% | nt
CCCN1CCC(=O)N([C@H](CSc2ccccc2)CC(C)C)CC1 | -5.6 | -10.4%&0.4% | -0.6 | 10.2% | -4.0% | 3.4%&-2.6% | 2.0% | -10.7% | 18.1
Cc1cc(C)c2nc(N3CCC(C(=O)NCCCN4CCCCC4)CC3)sc2c1 | 3.5 | -10.4% | 0.4 | 13.0% | -2.2% | -14.1% | -12.9%[56.9 µM] | 1.9% | -7.5
CCOCCCNC(=O)C1(O)c2cc(Br)ccc2NC(=O)N1c1cccc(OC)c1 (configuration not stated) | -1.2 | 2.8% | -0.6 | -2.0% | 4.2% | -1.1% | 23.4% | 0.0% | -13.4
COc1cc(/C=C2\C(=O)ON=C2c2ccc(Cl)cc2)ccc1O | -10.2 | ? | nt | 56.5%[activator] | -12.6% | 13.9% | ? | ? | nt
Nn1c(SCC(=O)NC2CCCCC2)nnc1-c1ccccc1F | -5.6 | -4.7% | -0.3 | 34.2%[activator] | 5.9% | -4.8% | -19.1% | 293.1%[activator] | 29.2
CCOC(=O)N1CCN(C(=O)C(C)NC(=O)c2ccco2)CC1 (configuration not stated) | -11.7 | 0.9% | 2.4 | 2.0% | 6.0% | -2.2% | 5.7% | 13.6% | -2.1
O=C(Nc1ccc(C(=O)O)cc1)Nc1ccc([N+](=O)[O-])cc1 | -19.7 | 1.2% | 4.0 | -12.8% | -6.6% | 1.0% | 0.2% | -37.6% | -13.2
COc1ccc(C(CNC(=O)c2cccn2C)N2CCOCC2)cc1 (configuration not stated) | 2.0 | 0.5% | -0.1 | 7.3% | 4.4% | 5.7% | 32.9% | 189.2%[activator] | -2.1
CCCCN(C(=O)CC1CCCC1)c1c(N)n(Cc2ccccc2)c(=O)[nH]c1=O | 0.3 | -4.2% | nt | nt | -3.4% | -5.1% | nt | 15.1% | nt
O=C1OCCN1C(=O)[C@H]1[C@H](c2ccc([N+](=O)[O-])cc2)C(c2ccc(F)cc2)=NN1c1ccc(Br)cc1 | -1.5 | -1.5% | nt | 0.5% | 9.1% | -0.1%&-6.8% | 0.1% | ? | nt
CC(Sc1nc2ccccc2c(=O)n1C)C(=O)NC1CCCCC1C (configuration not stated) | -1.2 | 2.2% | -0.1 | -2.5% | -26.9% | -2.8% | 6.2% | nt | 0.5
N#C/C(=C\c1ccccc1C(F)(F)F)C(=O)Nc1ccccc1F | 5.0 | -0.3% | -0.1 | 0.3% | -7.4% | -3.1% | 6.8% | -24.0% | -11.9
CCC(C(=O)OCC(=O)Nc1c(C)n(C)n(-c2ccccc2)c1=O)c1ccccc1 (configuration not stated) | -4.7 | 1.4% | 0.1 | 11.8% | -1.7% | -3.4% | -3.1% | 17.0% | 13.2
CCOc1ccccc1NC(=O)Cn1c(-c2ccc(Cl)cc2)noc1=O | 0.5 | -13.7% | 1.9 | -3.7% | -7.0% | -0.5% | -26.2%[56.9 µM] | -15.5% | -14.6
COC(=O)[C@H](Cc1ccccc1)NC(=O)Nc1ccc(C)cc1 | -1.2 | -9.3% | 0.5 | nt | -3.5% | 1.3% | 15.1% | 2.1% | -0.9
COc1ccc(NC(=S)N2CCCC(CO)C2)c(OC)c1 (configuration not stated) | 1.2 | 1.1% | 2.1 | -1.0% | 3.2% | -1.4% | -3.1% | 2.3% | -8.0
COc1ccc(-c2nc(CN3CCC(C(=O)NCC4CCCO4)CC3)c(C)o2)cc1OC (configuration not stated) | 0.0 | 4.8% | 1.1 | 3.8% | -4.6% | -0.7% | -3.7%[11.4 µM] | -11.0% | 6.2
O=C(NCCc1cscn1)C1CCC(=O)N(Cc2ccc(Cl)cc2)C1 (configuration not stated) | -4.6 | 0.2% | 0.4 | 8.2% | -4.0% | -1.4% | 26.7% | -6.8% | -13.3
CC(C)N(CC(O)COc1ccc(CC(N)=O)cc1)CC(O)COc1ccc(CC(N)=O)cc1 (configuration not stated) | -6.6 | -1.8% | 0.0 | -7.0% | 13.4% | -11.2% | 17.0% | -2.0% | -2.7
CCC1(CC)C(=O)C2=C3C1[C@H](C(=O)OC)C=C(C(=O)OC)C[C@H]3n1c(=O)n(-c3ccccc3)c(=O)n1[C@H]2C (some centres not stated) | -2.6 | -10.5%&-2.5% | nt | -2.1% | -11.0% | -1.2%&-3.4% | -11.8%&11.9% | ? | nt
Cc1ncc(CSc2ccc(Cl)cc2)c(CO)c1O | -8.6 | 2.3% | -1.1 | -20.7% | 7.1% | -2.6% | -15.3% | nt | 19.8
CCOC(=O)c1c(NC(=O)C(C)Sc2cn(CCNC(=O)c3ccc(OCC)cc3)c3ccccc23)sc2c1CCC2 (configuration not stated) | -4.7 | -6.4% | nt | -4.1% | 0.0% | -2.7% | 9.4% | 0.0% | nt
Cc1ccc(C)c(NC(=O)C(C)CC2COCCO2)c1 (configuration not stated) | -6.2 | -6.2% | -0.1 | 14.3% | -3.4% | -3.0% | 1.3% | ? | -12.9
CCOC(=O)c1c(C)[nH]c(C)c1C(=O)COC(=O)c1cccs1 | 1.2 | -1.3% | nt | 8.8% | 7.6% | -4.2% | 29.0% | -0.5% | nt
C[C@@H]1CN([C@@H](C)CO)S(=O)(=O)c2ccc(Br)cc2O[C@H]1CN(C)C(=O)CN(C)C | -1.2 | 2.3% | nt | nt | -0.8% | -1.7% | nt | 11.0% | nt
COc1ccc(CN2C(=O)NC3(CCCCCC3)C2=O)cc1F | -3.3 | 1.5% | -0.2 | -1.3% | -6.7% | -3.3% | -43.6%[11.4 µM] | 32.7%[activator] | -14.1
COc1ccccc1N(C)C(=O)c1cc(S(=O)(=O)N2CCc3ccccc32)cn1C | -4.4 | 1.4% | 0.1 | 10.4% | -1.8% | -5.7% | 1.2% | 27.5% | -4.4
CCOc1ccc(CCNC(=O)COC(=O)/C=C/c2ccccc2OC)cc1OCC | 0.5 | 0.9% | -1.1 | -1.0% | 4.0% | -3.7% | ? | 6.6% | 14.3
COc1ccc(/C=C/c2nc(C#N)c(NCc3ccc(C)cc3)o2)cc1OC | 2.6 | -5.4% | 5.1 | -2.9% | -8.3% | -1.2% | 21.3% | -13.6% | nt
Cc1ccc(S(=O)(=O)N(C)C)cc1NC(=S)NC(=O)C12CC3CC(CC(C3)C1)C2 | 3.3 | 0.7% | -0.8 | 6.7% | -9.9% | 1.2% | 12.2% | ? | 9.1
CCOC(=O)c1cnc2ccc(C)cc2c1NCCN1CCOCC1 | -1.0 | -0.1% | 0.8 | 21.9% | 3.9% | -2.9% | -2.0% | 16.8% | -11.8
Cc1nnc(SCC(=O)NCc2ccco2)n1-c1ccc(F)cc1 | -1.8 | -4.2% | -0.4 | -10.6% | nt | -1.6% | -7.8% | -4.7% | 6.3
CC(C)[C@H](NC(=O)c1ccccc1)C(=O)OCC(=O)NCCC1=CCCCC1 | 2.6 | -2.2% | 0.5 | -5.7% | -8.1% | -5.3% | 2.3% | -11.0% | -1.7
Cc1ccccc1Nc1scc(-c2ccc(Cl)cc2)[n+]1-c1ccccc1C | -1.3 | 6.8% | 0.3 | -16.2% | 0.9% | -1.8% | -15.5%[11.4 µM] | -7.4% | 2.2
C[C@H](CO)N1C[C@H](C)[C@@H](CN(C)S(C)(=O)=O)Oc2c(NC(=O)Nc3ccc(C(F)(F)F)cc3)cccc2C1=O | -9.0 | -0.1% | nt | -5.2% | -8.3% | -1.6% | -23.4% | 17.8% | nt
c1ccc(CCNc2nc(-c3ccncc3)nc3ccccc23)cc1 | -6.5 | -7.3% | 1.0 | -18.5% | 0.3% | -4.6% | -20.2% | -5.8% | -5.8
CCOc1ccc(S(=O)(=O)Nc2ccccc2SC)c2cccnc12 | 0.7 | 0.0% | 0.2 | 6.0% | 0.2% | -4.0% | -1.4% | 0.0% | 12.5
C1CCC(Nc2nc3nonc3nc2N2CCSCC2)C1 | -1.2 | -0.5% | 1.1 | 0.3% | 5.7% | -4.2% | 20.9%[11.4 µM] | -0.3% | -1.5
